Screens as filed in PubChem BioAssay.
CHO parental Ca: counter-screen for OX1R antagonists: effect in parental CHO cells. parental CHO-K1, ATP-induced calcium, Fluo-8 fluorescence. inhibition, % at 5.6 µM. 330,000 compounds, 0.63% hits. AID 463079;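 active = inhibition above that plate's mean sample inhibition plus 3 SD, cut at about 26% in these data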;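 also: 0% = ATP-challenged DMSO wells and 100% = DMSO wells without ATP; some compounds past the cut are filed as inactive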
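Test system: untransfected parental CHO cell line; also added: ATP stimulus; dosing: 5.6 µM, single dose; signal: calcium-sensitive Fluo-8 fluorescence; measure: percent inhibition of ATP-evoked calcium rise, normalized to controls; benchmarks: low control ATP plus DMSO, high control DMSO only; replication: one well per compound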
M1 ag: activates human CHRM1 receptor. CHO-K1 hM1, Fluo-8 calcium fluorescence, agonist mode; 0% DMSO, 100% acetylcholine EC100. activation, % at 3 µM. 360,000 compounds, 0.33% hits. AID 588814;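 active = activation above the run's mean compound activation plus 3 SD, cut at about 16% in these data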;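 also: peak over basal fluorescence ratio within a 140 s kinetic read after compound addition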
TAAR1 ag: human TAAR1 agonism | CHO RD-HGA16 TAAR1, Fluo-8 calcium fluorescence; vehicle wells 0%, saturating PEA agonist 100% | activation, % at 3 µM | 360,000 compounds, 0.99% hits | AID 624467;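 active = activation above the mean activation of all test compounds in the run plus 3 SD, cut at about 38% in these data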
Target sequence (Q96RJ0 whole entry, looked up): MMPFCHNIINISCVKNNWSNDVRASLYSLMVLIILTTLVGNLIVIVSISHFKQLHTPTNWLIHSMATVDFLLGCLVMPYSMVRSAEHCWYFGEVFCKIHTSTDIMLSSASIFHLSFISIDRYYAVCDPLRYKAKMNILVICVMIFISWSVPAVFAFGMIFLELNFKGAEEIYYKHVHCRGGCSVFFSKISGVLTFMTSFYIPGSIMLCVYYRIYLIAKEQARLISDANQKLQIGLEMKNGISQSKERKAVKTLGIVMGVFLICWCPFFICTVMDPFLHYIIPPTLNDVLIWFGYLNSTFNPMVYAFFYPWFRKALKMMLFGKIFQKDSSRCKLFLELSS
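System: CHO-derived RD-HGA16 cells with stable Gα16 and human TAAR1 / Times: 17-24 h plating, Fluo-8 75 min 37 °C, 30 min RT / Technique: calcium-sensitive Fluo-8 signal, excitation 470-495, emission 515-575 nm / Measure: % activation relative to PEA EC100 response / Benchmarks: DMSO and PEA EC100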
OXTR agonist: activates the human oxytocin receptor. P30559. activation, % at 3 µM. AID 2435. CHO-OTR cells, Fluo-8 calcium fluorescence; normalized: DMSO 0%, oxytocin 100%. 320,000 compounds, 0.32% hits;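 active = activation above the mean of all tested compounds plus 3 SD, cutoff set per screening run, cut at about 20% in these data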;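 also: peak over basal fluorescence ratio from a 100 s FLIPR kinetic read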
CHRM1 PAM: potentiates human M1 receptor response to acetylcholine; P11229; CHO-K1 hM1, Fluo-8 calcium fluorescence, ACh EC20; 0% = ACh EC20, 100% = maximal ACh; activation, % at 3 µM; 360,000 compounds, 0.088% hits; AID 588819; in the data active = activation above about 19%, passing the limit was not always enough
CHRM1 antagonist: antagonists of human M1 muscarinic receptor; P11229; CHO-K1 hM1, Fluo-8 calcium fluorescence, ACh EC80 antagonist; inhibition, % at 3 µM; 360,000 compounds, 1.3% hits;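 active = percent inhibition above its own plate's cutoff, namely the mean of that plate's compound wells plus 3 SD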;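 also: peak over basal fluorescence ratio during 140 s after agonist addition; 0% = ACh EC80 plus DMSO and 100% = DMSO alone without agonist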
V1R ag counter: activates human V1a receptor in oxytocin agonist counter-screen | P37288 | CHO-V1R cells, Fluo-8 calcium fluorescence, agonist mode; 0% DMSO, 100% 3 nM vasopressin | activation, % at 3 µM | 320,000 compounds, 0.25% hits | AID 2797;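 active = activation above the mean activation of all tested compounds plus 3 SD, per screening run, cut at about 20% in these data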;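 also: signal is peak over basal fluorescence ratio across a 100 second FLIPR read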
Target sequence (P37288 whole entry, looked up): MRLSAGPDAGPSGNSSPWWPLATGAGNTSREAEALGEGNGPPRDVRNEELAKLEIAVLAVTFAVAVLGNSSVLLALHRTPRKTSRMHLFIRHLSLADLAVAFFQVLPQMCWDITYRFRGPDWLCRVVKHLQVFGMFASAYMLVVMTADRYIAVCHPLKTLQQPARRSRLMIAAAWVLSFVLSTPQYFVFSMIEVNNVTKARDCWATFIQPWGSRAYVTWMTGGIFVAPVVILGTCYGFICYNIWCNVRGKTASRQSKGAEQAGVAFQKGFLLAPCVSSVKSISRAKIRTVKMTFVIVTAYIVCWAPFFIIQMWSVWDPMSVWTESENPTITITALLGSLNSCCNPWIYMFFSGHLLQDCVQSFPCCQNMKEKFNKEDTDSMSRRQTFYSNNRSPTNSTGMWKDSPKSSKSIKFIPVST
OXTR potentiator: human OXTR potentiation; activation, % at 3 µM; CHO-OTR cells, Fluo-8 calcium fluorescence, potentiator mode; 0% = oxytocin EC15, 100% = EC100; P30559; AID 2445; 320,000 compounds, 0.061% hits;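 active = activation above that plate's cutoff, the mean activation of tested compounds plus 3 SD, cut at about 6.6% in these data, passing the limit was not always enough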;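 also: 100% uses oxytocin at 75 nM as the full agonist control; some results filed as inactive read as strong as hits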
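Dosing: Single dose, 3.0 µM nominal final compound concentration | Material: Human OTR in CHO cells | Technique: Kinetic Fluo-8 calcium fluorescence | Benchmarks: EC15 oxytocin alone as 0%, 75 nM oxytocin as 100% | Probe or stimulus: Oxytocin at about EC15, sub-maximal agonist stimulus | Incubation: Compound 6 min at room temperature before oxytocin, 100 s read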
TAAR1 antagonist: antagonists of human TAAR1; Q96RJ0; CHO RD-HGA16 TAAR1, Fluo-8 calcium fluorescence, antagonist; inhibition, % at 3 µM; 360,000 compounds, 1.5% hits; AID 624466;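 active = inhibition above a per-plate cutoff, the mean inhibition of test compounds on that plate plus 3 SD, cut at about 49% in these data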;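 also: 0% = DMSO plus EC80 beta-PEA response and 100% = DMSO alone without agonist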
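Material: RD-HGA16 CHO cells with stable hTAAR1 and Gα16; Dosing: single nominal final test compound concentration of 3 µM; Schedule: seeding 17-24 h prior, 75-min 37 °C, 30-min RT dye loading; Detection: kinetic Fluo-8 calcium fluorescence measurement; Measure: % inhibition from peak post-agonist over basal fluorescence ratio; Benchmarks: vehicle and agonist controls.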
* = called active by the depositor; . = no result given. Compounds were not picked by outcome; overall some 3.7% were active at least once.

1	COc1ccc(NC(=O)Cc2c(SC)c3ccccc3n2Cc2ccccc2)cc1
2	O=C(COC(=O)Cn1cnc2ccccc21)Nc1ccc(OC(F)F)cc1
3	S=c1[nH]nc2ccc3ccccc3n12
4	CO/N=C/c1ccc(Oc2ccc(C)cc2)c([N+](=O)[O-])c1
5	O=C(O)c1nn(CC(=O)N2CCN(S(=O)(=O)c3ccc(Cl)cc3)CC2)c(=O)c2ccccc12
6	COc1ccc(C2=CC(=O)CC(c3ccc(OC)cc3)C2)cc1 (stereo not drawn)
7	CC(=O)Oc1ccc(C(=O)Nc2cc(NC(=O)c3ccc(OC(C)=O)cc3)cc(C(=O)NC(C)(C)C)c2)cc1
8	O=C(NCc1cccnc1)c1ccc(NS(=O)(=O)c2ccc(F)cc2)cc1
Screen / compound no.	1	2	3	4	5	6	7	8
CHO parental Ca	-11	-2	.	-19	-10	4	15	0
M1 ag	-6	3	-6	-13	-3	-2	1	-5
TAAR1 ag	4	1	4	2	5	3	5	1
OXTR agonist	-0.9	1.4	.	-0.8	-0.3	0.5	-0.1	-0.1
CHRM1 PAM	1	18	0	-2	17	2	-13	6
CHRM1 antagonist	-1	-5	-5	-5	-17	-4	17	-9
V1R ag counter	1.2	0.2	.	-0.2	-0.3	0.5	1.1	1.0
OXTR potentiator	-5	-5	.	-2	2	-1	-2	1
TAAR1 antagonist	9	8	-21	26	-31	16	67*	-5

9	CCCNC(=O)C1CCN(S(=O)(=O)c2ccc(-c3nn[nH]n3)cc2)CC1
10	CC1CCCN(C(C(=O)Nc2ccc3c(c2)OCO3)c2ccccc2)C1 (stereo not drawn)
11	Cc1ccc(-c2nc3n(n2)Cc2ccccc2-3)cc1
12	COc1ccc(N2CCN(c3cc(C)c4ccc(O)cc4n3)CC2)cc1
13	COc1cccc(N2CCN(C3CC(=O)N(c4cccc(Cl)c4)C3=O)CC2)c1 (stereo not drawn)
14	Cc1cc(/C=C(\C#N)C(=O)OCC(=O)Nc2ccc(OC(F)F)cc2)c(C)n1CC(C)C
15	CN1C=CC=C/C1=C1\SC(=S)N(CC(=O)O)C1=O
16	CC(=O)c1cccc(NC(=O)CSc2ccc(-c3ccccn3)nn2)c1
Screen / compound no.	9	10	11	12	13	14	15	16
CHO parental Ca	-9	-13	-22	6	-5	-17	-4	-13
M1 ag	-5	-9	-1	-2	-2	-7	-15	-2
TAAR1 ag	4	1	2	1	10	-3	2	5
OXTR agonist	4.7	-1.8	-2.2	0.1	2.8	2.1	0.9	0.0
CHRM1 PAM	2	-8	6	-2	6	-2	9	2
CHRM1 antagonist	2	6	-2	-1	-5	4	1	1
V1R ag counter	0.4	-1.4	1.6	1.8	0.1	2.5	0.6	2.0
OXTR potentiator	1	1	-13	-5	4	-6	-7	-3
TAAR1 antagonist	1	-27	6	0	-1	-2	-10	-12

17	Cc1cnc(C(=O)OCC(=O)Nc2cccc(Cl)c2)cn1
18	CC(Oc1ccccc1F)C(=O)NNC(=O)CCNC(=O)c1ccco1 (stereo not drawn)
19	O=C(Nc1cc(C(F)(F)F)cc(C(F)(F)F)c1)[C@H]1O[C@@H](n2ccc(=O)[nH]c2=O)[C@H](O)[C@@H]1O
20	CN(CC1CCCO1)S(=O)(=O)c1ccc(C(=O)Nc2nc3cc4c(cc3s2)OCO4)cc1 (stereo not drawn)
21	O=C(CCCc1c[nH]c2ccccc12)NCCc1c[nH]c2ccccc12
22	N#CC1=C(N)Oc2cc(O)c(C=Nc3ccccc3)cc2C1c1ccccc1 (stereo not drawn)
23	Cc1ccc(CN(C(=O)c2csnn2)C(C(=O)NC2CCCC2)c2ccco2)cc1 (stereo not drawn)
24	O=C(COC(=O)c1cc([N+](=O)[O-])ccc1N1CCOCC1)NC1CCCCC1
Screen / compound no.	17	18	19	20	21	22	23	24
CHO parental Ca	-19	-5	.	1	1	-12	-23	-20
M1 ag	-2	-3	-4	0	0	-3	-6	-4
TAAR1 ag	9	1	1	2	6	2	-2	2
OXTR agonist	1.0	0.6	.	0.3	11	-2.0	-2.2	-1.0
CHRM1 PAM	-15	5	11	-6	12	11	4	11
CHRM1 antagonist	26	-2	-38	9	-5	-2	-2	-8
V1R ag counter	1.6	-0.3	.	2.5	16	0.2	0.6	-1.2
OXTR potentiator	-11	-11	.	-1	-13	-5	-7	-5
TAAR1 antagonist	-4	-19	-8	23	19	-68	-5	-20

25	CC(C)(C)N(Cc1ccccc1)C(=O)CSc1nnc(CNc2ccc(F)cc2)o1
26	O=C(Nc1ccccc1N1CCOCC1)c1ccc([N+](=O)[O-])o1
27	O=C(Nc1ccc(F)c(F)c1)c1ccccc1
28	Cc1cccc(C(=O)NN2C(=O)C3C(c4ccccc4)C=CC(c4ccccc4)C3C2=O)c1 (stereo not drawn)
29	CCCCN1C(=O)/C(=C2/C=CC=CN2C)SC1=S
30	O=C(CCN1C(=O)c2ccccc2C1=O)Nc1sc2c(c1C(=O)NCC1CCCO1)CCC2 (stereo not drawn)
31	O=S(=O)(Nc1ccccc1)c1ccc(F)cc1
32	COc1cc2c(cc1OC)CN(C(=O)/C=C/c1ccc(F)cc1)CC2
Screen / compound no.	25	26	27	28	29	30	31	32
CHO parental Ca	-29	-4	-4	5	-3	-9	-16	-19
M1 ag	-5	1	-6	3	-8	-6	-3	-2
TAAR1 ag	2	0	7	24	-2	1	10	3
OXTR agonist	0.6	-0.5	-0.2	0.1	-0.9	-1.4	-1.3	-1.5
CHRM1 PAM	2	1	6	-22	-22	-6	6	12
CHRM1 antagonist	-4	-15	-6	89*	38*	5	-8	-15
V1R ag counter	1.7	0.6	0.7	1.3	0.0	-0.6	-0.1	-0.1
OXTR potentiator	-9	-4	4	-6	-2	-16	-2	4
TAAR1 antagonist	25	-4	12	92*	-3	19	5	-23

Shown in markdown: part of the list above
| # | smiles | CHO parental Ca | M1 ag | TAAR1 ag | OXTR agonist | CHRM1 PAM | CHRM1 antagonist | V1R ag counter | OXTR potentiator | TAAR1 antagonist |
| --- | --- | --- | --- | --- | --- | --- | --- | --- | --- | --- |
| 32 | COc1cc2c(cc1OC)CN(C(=O)/C=C/c1ccc(F)cc1)CC2 | -19 | -2 | 3 | -1.5 | 12 | -15 | -0.1 | 4 | -23 |
| 25 | CC(C)(C)N(Cc1ccccc1)C(=O)CSc1nnc(CNc2ccc(F)cc2)o1 | -29 | -5 | 2 | 0.6 | 2 | -4 | 1.7 | -9 | 25 |
| 26 | O=C(Nc1ccccc1N1CCOCC1)c1ccc([N+](=O)[O-])o1 | -4 | 1 | 0 | -0.5 | 1 | -15 | 0.6 | -4 | -4 |

Back to the main list, repeating the 4 entries before the break.
29	CCCCN1C(=O)/C(=C2/C=CC=CN2C)SC1=S
30	O=C(CCN1C(=O)c2ccccc2C1=O)Nc1sc2c(c1C(=O)NCC1CCCO1)CCC2 (stereo not drawn)
31	O=S(=O)(Nc1ccccc1)c1ccc(F)cc1
32	COc1cc2c(cc1OC)CN(C(=O)/C=C/c1ccc(F)cc1)CC2
33	Cc1ccc(S(=O)(=O)N(C)CC(=O)O/N=C(\N)c2ccc([N+](=O)[O-])cc2)cc1
34	CCCN(CC1CC1)C(=O)CSc1nnc(-c2cc(-c3cccs3)nc3ccccc23)o1
35	CCOc1ccc(S(=O)(=O)Nc2cccc(C(=O)NCC(c3ccco3)N(C)C)c2)cc1 (stereo not drawn)
36	CCOc1cc(/C=C2\C(=N)N3N=C(C)SC3=NC2=O)ccc1OCCOc1ccccc1
37	CCCC(=O)n1nc(-c2ccccc2)nc1SC
38	COc1ccc(NC(=O)CSc2nnnn2-c2ccccc2F)cc1
39	O=C(O)CCCC(=O)Nc1nc(-c2ccc(F)cc2)cs1
40	Cc1ccc(S(=O)(=O)CNC(=O)c2ccccc2)cc1
Screen / compound no.	29	30	31	32	33	34	35	36	37	38	39	40
CHO parental Ca	-3	-9	-16	-19	-13	-11	-15	-9	-4	-5	-11	-4
M1 ag	-8	-6	-3	-2	-2	-2	-4	-3	-2	0	-2	-4
TAAR1 ag	-2	1	10	3	1	2	6	4	8	5	11	9
OXTR agonist	-0.9	-1.4	-1.3	-1.5	5.7	0.3	9.1	0.1	0.1	1.9	0.5	-0.4
CHRM1 PAM	-22	-6	6	12	-3	-1	0	1	1	3	5	-3
CHRM1 antagonist	38*	5	-8	-15	2	4	-18	-2	-23	-13	-12	-1
V1R ag counter	0.0	-0.6	-0.1	-0.1	4.4	0.9	5.6	-0.9	0.4	2.2	0.2	-0.2
OXTR potentiator	-2	-16	-2	4	-9	-1	-10	-12	2	-2	-6	-4
TAAR1 antagonist	-3	19	5	-23	14	32	2	-1	6	9	4	0

41	N#Cc1c(N2CCOCC2)nsc1-c1ccccc1
42	O=C(CN1CCCCCC1)Nc1ccc(Oc2ccccc2)cc1
43	O=C(COc1ccc(S(=O)(=O)N2CCOCC2)cc1)Nc1ccc(Cl)c(C(F)(F)F)c1
44	COc1ccc(-c2ccnc(SCC(=O)Nc3ccccn3)n2)cc1
45	COc1ccc(C(=O)c2coc3ccc(O)c(CN4CCCC4)c23)cc1
46	CCCn1c(CNC(=O)c2cccs2)nc2ccccc21
47	COc1ccc([C@H]2CC(=O)C=C(c3ccc4cc[nH]c4c3)C2)cc1
48	O=C(Nc1ccccc1)C1CCN(S(=O)(=O)c2cccs2)CC1
49	CCCCN(CC)CCCNC(=O)c1cc2c(=O)n(C)c3ccccc3c2n1C
50	O=C(NCc1ccc(Cl)cc1)Nc1ccc(F)cc1
51	CCOC(=O)c1c(-c2ccccc2)oc2ccc(O)c(CN3CCCC3)c12
Screen / compound no.	41	42	43	44	45	46	47	48	49	50	51
CHO parental Ca	-3	-21	17	-13	-8	-23	-8	-5	-15	.	-16
M1 ag	-5	-6	4	-2	-9	-3	-2	-1	-10	-2	-4
TAAR1 ag	-1	18	20	6	6	1	1	3	2	1	5
OXTR agonist	-2.8	2.1	15	3.0	-0.8	-0.2	-0.5	2.3	0.8	.	-0.4
CHRM1 PAM	-2	-23	-6	3	0	17	2	2	3	3	7
CHRM1 antagonist	0	42*	-14	-6	-7	-28	2	0	-8	4	4
V1R ag counter	-0.6	1.5	13	3.6	0.7	0.7	-0.9	3.3	-0.5	.	-1.1
OXTR potentiator	-6	-6	-12	-10	-5	-1	-5	-6	-5	.	-4
TAAR1 antagonist	-37	-4	37	-8	-12	-8	24	2	-17	-16	2
